Screens as filed in PubChem.
Growth percent in the NCI-60 one-dose screen (48 h, 10 µM unless noted): 100 = growth as untreated, 0 = no growth, -100 = all killed.
NCI/ADR-RES – NCI/ADR-RES ovarian cells; 81,000 compounds, 4.4% hits; AID 1794790
NCI-H23 – NCI-H23 lung cancer; 80,000 compounds, 4% hits; AID 1794731
NCI-H322M – NCI-H322M lung cancer | 80,000 compounds, 2.7% hits
OVCAR-4 – OVCAR-4 ovarian cancer cells | AID 1794784 | 80,000 compounds, 3.7% hits
NCI-H460 – NCI-H460 lung cancer; 82,000 compounds, 6.8% hits
NCI-H226 – NCI-H226 lung cancer. 79,000 compounds, 3.5% hits
SK-OV-3 – SK-OV-3 ovarian cancer cells; 80,000 compounds, 3.2% hits
NCI-H522 – NCI-H522 lung cancer; 78,000 compounds, 8% hits; AID 1794739
IGROV1 – IGROV1 ovarian cancer; 79,000 compounds, 4.7% hits
Starred values were filed as active, the others as inactive; · = no result given; & = joins results of further samples. Rule for the calls: active = growth percent below 10; inactive = the rest.

SMILES | NCI/ADR-RES | NCI-H23 | NCI-H322M | OVCAR-4 | NCI-H460 | NCI-H226 | SK-OV-3 | NCI-H522 | IGROV1
N#CC(CCc1ccccc1[N+](=O)[O-])(CCc1ccccc1[N+](=O)[O-])C(N)=O | 103 | 95 | 107 | 90 | 99 | 94 | 102 | 89 | 102
COc1ccc(C2=CC(c3ccc(Oc4ccnc5cc(Cl)ccc45)c(OC)c3)c3c(nc(SC)[nH]c3=O)N2)cc1 (stereo unspecified) | 94 | 97 | 98 | 91 | 95 | 91 | 117 | 80 | 111
O=C1COC2CCCCC2O1 (stereo unspecified) | 107 | 101 | · | 132 | 110 | 100 | 114 | 86 | ·
COc1nccc2c(Nc3ccc(Cl)cc3)nc(N)nc12 | 97 | 85 | 96 | 107 | 98 | 93 | 97 | 95 | 53
O=S(=O)(O)c1cccc2c(S(=O)(=O)O)cccc12 | 103 | 100 | 107 | 97 | 102 | 107 | 106 | · | 117
CCOC(=S)SCc1ccc(Cl)cc1 | 105 | 111 | 102 | 96 | 110 | 101 | 150 | 87 | 104
O=C1CC(c2ccsc2)c2snc(-c3ccc(Cl)cc3)c2N1 (stereo unspecified) | 17 | 36 | 56 | 37 | 11 | · | -3.4* | · | 41
COc1ccc(Cc2nc3sc4c(c3c(=O)[nH]2)CCC4)cc1OC | 90 | 77 | 98 | 33 | 87 | 68 | 94 | 88 | 111
CCN(CCNc1ccc(C)c2sc3ccccc3c(=O)c12)CC(C)(C)O | 71 | 87 | 90 | 96 | 30 | 97 | 76 | 74 | 79
CCOc1ccccc1-c1cc(-c2ccc(F)cc2)c(C#N)c(=O)[nH]1 | 95 | 98 | 105 | 80 | 101 | 91 | 99 | 75 | 92
CCOc1cc2ncc(C#N)c(Nc3ccc(OCc4cccc(F)c4)c(Cl)c3)c2cc1NC(=O)CCCCC1CCSS1 (stereo unspecified) | 101 | 101 | 91 | 100 | 98 | 89 | 84 | 66 | 82
Cn1nc([N+](=O)[O-])nc1-c1ccccc1 | 115 | 117 | 129 | 115 | 99 | 110 | 107 | 113 | 121

Copied from the listing for reference:
SMILES | NCI/ADR-RES | NCI-H23 | NCI-H322M | OVCAR-4 | NCI-H460 | NCI-H226 | SK-OV-3 | NCI-H522 | IGROV1
N#CC(CCc1ccccc1[N+](=O)[O-])(CCc1ccccc1[N+](=O)[O-])C(N)=O | 103 | 95 | 107 | 90 | 99 | 94 | 102 | 89 | 102
COc1ccc(C2=CC(c3ccc(Oc4ccnc5cc(Cl)ccc45)c(OC)c3)c3c(nc(SC)[nH]c3=O)N2)cc1 (stereo unspecified) | 94 | 97 | 98 | 91 | 95 | 91 | 117 | 80 | 111

Other results follow:
SMILES | NCI/ADR-RES | NCI-H23 | NCI-H322M | OVCAR-4 | NCI-H460 | NCI-H226 | SK-OV-3 | NCI-H522 | IGROV1
N#CSCc1ccc(CSC#N)c(Br)c1 | 91 | 78 | 99 | 107 | 42 | 77 | 106 | 20 | 90
CCOc1ccc(C(O)C2=CC(=O)c3ccccc3C2=O)cc1OCC (stereo unspecified) | 106 | 100 | 93 | · | 116 | 92 | 112 | 90 | 100
Oc1ccccc1O | 90 | 98 | 91 | 77 | 100 | 102 | 120 | · | 79
COc1cc(C#N)cc(OC)c1OC | 101 | 105 | 92 | 105 | 110 | 94 | 98 | 85 | 97
Cc1ccc(NC(=O)CSc2nc3ccc([N+](=O)[O-])cc3[nH]2)cc1 | 87 | 91 | 96 | 75 | 94 | 83 | 82 | 76 | 94
CC/C(=N\N=C(/CC)c1ccc(Br)cc1)c1ccc(Br)cc1 | 105 | 86 | 108 | 94 | 105 | 94 | 100 | 71 | 80
CN(C)CCN(Cc1cccs1)c1ccccn1 | 102 | 95 | 105 | 112 | 111 | 104 | 103 | 102 | 108
O=C1Nc2ccccc2/C1=N/N1C(=O)CN(c2ccc(F)cc2)C1=O | 96 | 94 | 100 | 88 | 101 | 100 | 92 | 87 | 93
CCn1c2ccc(/C=N\N=C(N)N)cc2c2cc(/C=N/N=C(N)N)ccc21 | 78 | 64 | 58 | 64 | 33 | 52 | 90 | 52 | 79
COc1ccc(C(=O)c2c(N)nc3n2CCCC3)cc1OC | 107 | 109 | 96 | 107 | 105 | 97 | 105 | 82 | 99
CCOP(=O)(OCC)OC[C@]12CCC(C)(C)C[C@H]1C1=CC[C@@H]3[C@@]4(C)CC[C@H](OP(=O)(OCC)OCC)C(C)(C)[C@@H]4CC[C@@]3(C)[C@]1(C)CC2 | 66 | 54 | 84 | 66 | 51 | 66 | 73 | 51 | 68
O=C(Nc1ccccc1)OCCCCOC(=O)Nc1ccccc1 | 108 | 97 | 105 | 96 | · | 104 | 92 | 97 | 85

Record cards (already shown). Order of values: NCI/ADR-RES	NCI-H23	NCI-H322M	OVCAR-4	NCI-H460	NCI-H226	SK-OV-3	NCI-H522	IGROV1
COc1cc(C#N)cc(OC)c1OC is entered as 101	105	92	105	110	94	98	85	97
CC/C(=N\N=C(/CC)c1ccc(Br)cc1)c1ccc(Br)cc1 is entered as 105	86	108	94	105	94	100	71	80

Continued.
SMILES | NCI/ADR-RES | NCI-H23 | NCI-H322M | OVCAR-4 | NCI-H460 | NCI-H226 | SK-OV-3 | NCI-H522 | IGROV1
CS(=O)(=O)c1nccc(-c2c(-c3ccc(F)c(OCc4ccc(F)cc4)c3)nc3sccn23)n1 | 98 | 99 | -78* | 99 | 10 | 84 | 110 | 54 | 82
N#Cc1nc(-c2ccccc2)oc1S(=O)(=O)n1nc(-c2ccccc2)cc1N | 94 | 94 | 97 | 103 | 102 | 91 | 92 | 80 | 105
O=C(/C=C/c1ccc2ccccc2c1)Nc1ncc(Cc2ccccc2Cl)s1 | 96 | 102 | 102 | 107 | 82 | 97 | 122 | 95 | 90
CCC1CCC(C)N(COC(=S)S)C1 (stereo unspecified) | 112 | 114 | 104 | 108 | 110 | 101 | 111 | 115 | 123
O=C1C2=C(NC(=S)NC2c2ccc3c(c2)OCO3)c2ccccc21 (stereo unspecified) | 103 | 98 | 107 | 102 | 111 | 93 | 103 | 91 | 104
COC(=O)C(CSCc1ccccc1)NC(=O)CCNC(=O)OCc1ccccc1 (stereo unspecified) | 103 | 114 | 115 | 100 | 103 | · | 106 | 90 | 118
CCOC(=O)c1[nH]c(-c2ccc(Cl)cc2)cc1-c1cccnc1 | 12 | 35 | 59 | 51 | 7.4* | 68 | 7.5* | -1.8* | 44
CC1=C(C)C(=O)C(N2CCCCC2)=CC1=O | 92 | 65 | 94 | 99 | 104 | 86 | 113 | 86 | 98
Cn1c(=O)[nH]c(=O)c2nc(CC(=O)Nc3ccccc3)c(=O)[nH]c21 | 95 | 100 | 102 | 102 | 101 | 89 | 108 | 96 | 106
O=C1O/C(=C2\C=C(c3ccccc3)OC2=O)C=C1c1ccccc1 | 104 | 107 | 104 | 109 | 109 | 97 | 98 | 97 | 106
COc1cccc(C2N(c3cccc(Cl)c3)C(=O)N3CCCN23)c1 (stereo unspecified) | 102 | 103 | · | 94 | 104 | · | 113 | 97 | 116
C/C(=C1/C(=O)Nc2ccccc21)c1ccc(NS(=O)(=O)c2ccccc2)cc1 | 104 | 82 | 94 | 64 | 108 | 75 | 109 | · | 53
COc1ccc2nc3cc(Cl)ccc3c(N3CCN(c4nccc(Nc5ccc(Cl)cc5)n4)CC3)c2c1 | 81 | 86 | 97 | 61 | 67 | 100 | 88 | 52 | 83
N#CC1C(=O)c2ccccc2C1c1ccccc1 (stereo unspecified) | 107&108 | 102&97 | 97&105 | 99&100 | 105&114 | · | 114&105 | 99&96 | 110&100
Cc1ccc2cc(O)ccc2c1 | 106 | 105 | 102 | 101 | 109 | 98 | 118 | 98 | 112
CCCCCCCCn1ccc2cc(NC(=O)CN3CCN(c4cc(C)nc(N5CCCCCC5)n4)CC3)ccc21 | 86 | 90 | 101 | 77 | 82 | 96 | 107 | 88 | 76
COc1ccc(C(=S)N2CCN(c3ccccc3)CC2)cc1OC | 110 | 108 | 140 | 102 | 108 | 103 | 117 | 94 | 107
N#CC1=C(N)Oc2c(cnn2-c2ccc([N+](=O)[O-])cc2[N+](=O)[O-])C1c1ccc(N2CCCCC2)cc1 (stereo unspecified) | 87 | 75 | 94 | 82 | 98 | 89 | 87 | 68 | 61
Cc1cc(C)c2c(-c3cc(-c4ccc(N(C)C)cc4)c(C#N)c(N)n3)cc(C(=O)c3ccc(Br)cc3)n2c1 | 98 | 94 | 113 | 102 | 104 | 88 | 105 | 93 | 115
COc1ccc(NC(=O)COC(=O)c2ccc(C)s2)cc1S(=O)(=O)N1CCCCC1 | 94 | 99 | 86 | 90 | 100 | 96 | 115 | 91 | 101
CCCCNC(=S)NS(=O)(=O)c1ccc(CCN2C(=O)/C(=C/c3ccc(OC)c(OC)c3)N=C2C)cc1 | 96 | 106 | 102 | 97 | 107 | 88 | 105 | 91 | 100
CCCCC1CCCCN1C(=O)OCC (stereo unspecified) | 113 | 102 | 101 | 112 | 107 | 121 | 99 | 94 | 112
Oc1c(Cl)cc(Cl)c2ccc(Cn3cc(-c4cc(F)cc(F)c4)nn3)nc12 | 108 | 92 | 111 | 56 | 104 | 95 | 108 | -39* | 86
O=C(O)Cn1c(O)c(C2=c3cc(-c4ccccc4)ccc3=NC2=O)sc1=O | 101 | 97 | 107 | 102 | 103 | 84 | 100 | 81 | 100
COc1cc(CNC(=O)/C=C/c2ccc3c(c2)OCO3)ccc1OCc1cn(-c2cccc([N+](=O)[O-])c2)nn1 | 81 | 86 | 86 | 62 | 81 | 53 | 101 | 74 | 111
O=C1/C(=C/c2ccc(-c3cccc(C(F)(F)F)c3)o2)SC(=S)N1CCc1ccc(O)cc1 | 82 | 85 | 90 | 49 | 72 | 101 | 85 | 4.0* | 49
O=[N+]([O-])c1ccccc1NCc1c(O)ccc2ccccc12 | 97 | 85 | 121 | 98 | 109 | 95 | 81 | 88 | 53
O=Nc1ccc(-[n+]2ccccc2)c([N+](=O)[O-])c1 | 113 | 115 | 115 | 116 | 104 | 101 | 110 | · | 101
C/C(=N/N=C(N)N)c1ccc(N)cc1 | 103 | 100 | 79 | 100 | 106 | 102 | 105 | 92 | -12*
O=C(O)c1ccnc(Cl)c1 | 99 | 96 | 97 | 105 | 112 | 101 | 103 | 71 | 105
CCCCCCCCN=C(NCCCCCCCC)SCc1cccc2ccccc12 | · | -81* | -1.5* | -92* | -89* | -84* | -96* | -83* | -55*
CCc1ccc(C(=O)NNC(=O)Cc2coc3cc(OC)ccc23)cc1 | 114 | 84 | 104 | 104 | 105 | 89 | 95 | 97 | ·
N#Cc1ccc(OC(=O)Nc2c(Cl)cc(Cl)cc2Cl)cc1 | 111 | 109 | 100 | 109 | 139 | 107 | 100 | 90 | 99
O=C(/C=C/c1cn(-c2ccccc2)nc1-c1ccccc1)OCc1cn(-c2ccc([N+](=O)[O-])cc2)nn1 | 71 | 74 | 81 | 82 | 54 | 106 | 64 | 58 | 84
CCN(CC)c1ccc(C=O)c(OCc2cn(CC(=O)Nc3ccccc3Br)nn2)c1 | 92 | · | 100 | 102 | 94 | 91 | 102 | 101 | 107

Laid out differently: results already given
O=C(Nc1ccccc1)OCCCCOC(=O)Nc1ccccc1
  NCI/ADR-RES = 108
  NCI-H23 = 97
  NCI-H322M = 105
  OVCAR-4 = 96
  NCI-H460 = ·
  NCI-H226 = 104
  SK-OV-3 = 92
  NCI-H522 = 97
  IGROV1 = 85

COc1cccc(C2N(c3cccc(Cl)c3)C(=O)N3CCCN23)c1 (stereo unspecified)
  NCI/ADR-RES = 102
  NCI-H23 = 103
  NCI-H322M = ·
  OVCAR-4 = 94
  NCI-H460 = 104
  NCI-H226 = ·
  SK-OV-3 = 113
  NCI-H522 = 97
  IGROV1 = 116
